Compound activity as filed in PubChem.
ADAM17 inh – inhibitors of human ADAM17. P78536. recombinant ADAM17, EDANS/DABCYL FRET peptide cleavage. inhibition, % at 6.95 µM. actives 0.83% (n = 370,000). AID 720648;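 active = inhibition above the mean of compounds lying between control limits plus 3 SD, set per campaign, cut at about 8.5% in these data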;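 also: 0% = DMSO-only wells as the low control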
Target sequence (P78536 215-824 limits assumed): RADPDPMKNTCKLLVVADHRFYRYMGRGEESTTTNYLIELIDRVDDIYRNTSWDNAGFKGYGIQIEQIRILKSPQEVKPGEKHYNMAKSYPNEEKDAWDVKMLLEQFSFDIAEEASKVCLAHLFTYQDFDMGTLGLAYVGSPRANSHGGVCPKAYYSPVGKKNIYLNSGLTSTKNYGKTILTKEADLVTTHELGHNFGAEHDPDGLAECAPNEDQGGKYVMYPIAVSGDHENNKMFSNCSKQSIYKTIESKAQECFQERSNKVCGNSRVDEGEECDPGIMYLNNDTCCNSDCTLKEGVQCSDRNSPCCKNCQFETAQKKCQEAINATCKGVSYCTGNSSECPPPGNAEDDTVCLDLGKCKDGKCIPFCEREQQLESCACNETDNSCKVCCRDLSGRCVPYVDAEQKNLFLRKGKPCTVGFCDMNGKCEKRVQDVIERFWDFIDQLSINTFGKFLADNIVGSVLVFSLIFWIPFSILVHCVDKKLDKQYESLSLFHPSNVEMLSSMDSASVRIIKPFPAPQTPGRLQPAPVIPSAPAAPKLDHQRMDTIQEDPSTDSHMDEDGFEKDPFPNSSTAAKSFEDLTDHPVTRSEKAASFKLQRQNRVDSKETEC
hgDAF12 agonist – agonists of H. glycines DAF-12 nuclear receptor | HEK293 GAL4-hgDAF12 UAS-luciferase reporter, agonist luminescence; normalized to butyrate control | activation, % at 6.8 µM | actives 1.8% (n = 370,000);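 active = activation above a cutoff set at the mean of all screened compounds plus 3 SD, cut at about 10% in these data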;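 also: 0% = DMSO wells and 100% = sodium butyrate wells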
GC-A act – GC-A (human) enzyme activation. actives 0.14% (n = 370,000). activation, % at 10 µM. HEK293 GC-A cells, cGMP TR-FRET, EC30 ANP; 0% at EC30 ANP, 100% saturating ANP; in the data active = activation above about 40%
ssDAF12 agonist – activates DAF-12 receptor from parasite S. stercoralis. activation, % at 6.8 µM. HEK293 ssDAF-12/GRIP1 lit1-tk-luc reporter, luminescence; % of 3 µM dafachronic acid response. AID 652126. actives 1% (n = 370,000);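 active = activation above the mean over all tested compounds plus 3 SD, cut at about 0.9% in these data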;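 also: 0% = DMSO-only wells and 100% = 3 µM delta7-dafachronic acid wells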
ADAM10 inh – ADAM10 inhibition, QFRET primary screen. O14672. recombinant ADAM10, EDANS/DABCYL FRET peptide cleavage, 3 h. inhibition, % at 7 µM. actives 0.62% (n = 370,000);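 active = inhibition above a per-campaign cutoff equal to the mean of compounds falling between control-based bounds plus 3 SD, cut at about 20% in these data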;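 also: 0% = DMSO wells while the 100% control is not disclosed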
SMARCA2 activ – activators of SMARCA2 function; AID 652017; activation, % at 9.1 µM; MG213 cells, MMTV-luciferase reporter, dexamethasone, overnight; actives 1% (n = 370,000); in the data active = activation above about 7.8%;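 also: 0% = vehicle wells and 100% = reference activator wells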
PG9 Ab binder – small molecules binding HIV-1 gp120 antibody PG9. TR-FRET gp120-PG9 antibody binding. inhibition, % at 6.7 µM. actives 0.43% (n = 360,000). AID 624416; in the data active = inhibition above about 8.5%
GAA850 FXN act – activators of GAA850 frataxin (FXN) promoter; AID 540364; HEK293 lucGAA850 FXN promoter luciferase reporter, 24 h; percent of 10 µM SAHA response; actives 0.56% (n = 360,000); activation, % at 6 µM;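 active = activation above the average of all compounds screened plus 3 SD, cutoff fixed separately per campaign, cut at about 7.5% in these data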;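 also: 0% = DMSO wells and 100% = 10 µM SAHA wells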
DAX1 inh-1 – inhibitors of human orphan nuclear receptor DAX1 (NR0B1); P51843; HEK293 Gal4-DAX1 luciferase reporter, luminescence; inhibition, % at 6.75 µM; actives 0.99% (n = 340,000); AID 504766;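 active = inhibition above the mean over all tested compounds plus 3 SD, cut at about 4.2% in these data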;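 also: 0% = DAX1-transfected cells with DMSO and 100% = empty-vector control cells with DMSO; inhibition shows as a rise in luminescence from relieved DAX1 repression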
Target sequence (P51843 207-470 limits assumed): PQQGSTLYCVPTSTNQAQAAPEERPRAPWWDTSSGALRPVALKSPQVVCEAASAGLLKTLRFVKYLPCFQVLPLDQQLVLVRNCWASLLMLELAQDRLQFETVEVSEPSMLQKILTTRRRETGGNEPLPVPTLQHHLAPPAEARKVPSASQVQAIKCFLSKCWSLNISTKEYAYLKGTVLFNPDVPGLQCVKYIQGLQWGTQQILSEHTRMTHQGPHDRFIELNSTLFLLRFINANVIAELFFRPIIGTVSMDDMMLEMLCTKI
hcDAF12 agonist – H. contortus DAF-12 activation, primary screen; HEK293 hcDAF-12 lit1-tk-luc reporter, luminescence; 0% DMSO, 100% Δ7-dafachronic acid; AID 652067; actives 1.4% (n = 370,000); activation, % at 6.8 µM;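 active = activation above the mean of all tested compounds plus 3 SD, cut at about 5.5% in these data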;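 also: 100% = response to 3 µM Δ7-dafachronic acid high control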
DAX1 inh-2 – inhibitors of DAX1 repression of SF-1 activated StAR promoter | HEK293T StAR-luciferase reporter, SF-1/DAX-1 repression relief | inhibition, % at 6.8 µM | actives 1.1% (n = 370,000) | AID 652010;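 active = inhibition above the mean over all tested compounds plus 3 SD, cut at about 3.6% in these data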;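 also: 0% = DAX-1 cells with DMSO and 100% = cells lacking DAX-1 with DMSO; higher inhibition means more luminescence from relief of DAX-1 repression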
Numbers without * were called inactive; . = not tested or not shown.

SMILES	ADAM17 inh	hgDAF12 agonist	GC-A act	ssDAF12 agonist	ADAM10 inh	SMARCA2 activ	PG9 Ab binder	GAA850 FXN act	DAX1 inh-1	hcDAF12 agonist	DAX1 inh-2
COc1ccc(-c2ccc(-c3noc(-c4cccc(OC)c4)n3)c(OC)n2)cc1	-4	2.0	-3	-1.5	39*	-2	-1.5	-1.0	1.0	1.0	-0.2
CCn1c(SCc2cccc(F)c2)nnc1-c1cccnc1	0	0.5	-4	-1.4	3	-1	1.1	-1.0	1.4	0.0	0.0
CCOC(=O)c1c(C)c(C)n2c1NC(=O)C2	-12	-2.4	1	-1.2	-39	-5	-0.3	.	.	-1.0	0.5
CCCCC(=O)N(C)c1c(C)nc2ccc(C(=O)N(CC)CCN(C)C)cn12	-5	1.0	-1	-0.8	-9	-5	0.2	1.8	.	-2.7	-0.5
C[C@H](CO)N1C[C@H](C)[C@@H](CN(C)S(=O)(=O)c2ccccc2)Oc2c(NC(=O)CCC(F)(F)F)cccc2C1=O	-2	-2.0	0	-1.3	0	0	-1.0	-0.7	1.0	1.0	-0.2
c1ccc(C2CC(c3ccccc3)n3c(nc4ccccc43)N2)cc1 (centres undefined)	3	1.5	5	-0.5	1	2	0.4	1.3	0.3	1.4	0.1
O=C(C/C=N/OCc1c(Cl)cccc1Cl)c1ccccc1	0	5.8	3	0.9*	8	2	-0.1	-1.1	0.4	3.7	0.7
COC(=O)c1cc2ccc(OC)c(OC)c2c(=O)s1	-8	1.9	3	-1.2	-26	1	0.4	-1.0	0.8	-1.5	0.4
Nc1ncc(Br)cc1S(=O)(=O)Nc1ccccc1F	1	2.1	-1	-1.2	-4	-2	2.6	-0.6	-0.2	-1.8	0.1
CC(=O)OCC(C)n1c(=O)c2ccccc2n1C(C)=O (centres undefined)	-2	1.5	3	-1.5	-7	5	0.9	.	.	-0.2	0.4
Cc1nnc(-n2cnc3ccccc32)c2ccccc12	-3	0.2	-6	-0.8	9	3	-0.2	1.8	1.2	-0.8	1.3
CC(=O)c1ccc(NC(=S)NCCc2cccc(Cl)c2)cc1	2	17*	19	-1.1	7	8.0*	0.2	4.5	2.9	0.7	3.1
COc1cccc(N(C(C)=O)c2nc(C)cc(C)c2C#N)c1	-5	-2.3	-2	-0.7	-7	-2	1.3	1.7	-0.9	1.9	-0.5
COc1ccccc1-c1ccc(SCC(=O)Nc2cc(C)on2)nn1	-2	-0.2	6	-0.9	2	-2	1.4	2.5	0.0	-0.8	0.1
O=C(CCCN1C(=O)/C(=C\c2cccc(Br)c2)SC1=S)Nc1ccc(C(=O)O)cc1	-4	-2.5	2	-1.1	3	-4	1.4	0.1	2.0	-0.4	-0.5
CCOC(=O)CC(=O)CSc1nc2c(cc1C#N)CCC2	-4	-1.7	0	-0.7	-13	0	-2.2	-1.1	0.7	-0.8	0.2
O=C(OCc1csc(-c2ccccc2)n1)c1cccs1	-2	3.6	1	-0.8	7	3	-0.7	6.7	1.4	1.7	1.2
CCC(C)NC(=O)c1ccc2c(Cl)c3c(nc2c1)CCC3 (centres undefined)	-4	18*	3	-0.5	2	4	2.8	5.5	5.7*	-0.4	3.2
O=C(O)CCN1C(=O)C2C3C=CC(C2C1=O)C1C(=O)N(CCC(=O)O)C(=O)C31 (centres undefined)	1	1.6	5	-0.5	5	0	-1.4	3.0	-1.1	1.1	-0.2
CC(NC(=O)c1cc(F)c(F)cc1Cl)c1ccncc1 (centres undefined)	-2	-2.0	2	-1.6	5	-2	-1.2	-0.6	2.0	0.2	0.6
COc1ccc(Nc2cc(C)nc(-n3nc(C)cc3C)n2)cc1	-6	-3.9	-1	-1.4	-6	-3	-0.2	0.1	-2.3	0.4	-1.8
CCC[C@H]1[C@@H](NS(=O)(=O)c2ccccc2[N+](=O)[O-])CC[C@@]23CCCN2C(=O)CCC[C@@H]13	-1	0.9	-5	-1.7	1	.	.	.	.	0.4	.
CCC1CCCCN1Cc1ccc(CNC(=O)CCc2nnc3ccc(N4CCCCC4)nn23)o1 (centres undefined)	4	0.4	4	-0.9	0	1	-0.9	1.7	0.0	2.8	0.0
CCC(C)C(=O)Nc1nnc(SCC(=O)Nc2ccc(F)cc2)s1 (centres undefined)	-3	-1.9	0	-1.3	2	1	-0.5	0.2	0.6	-1.2	-1.1
Cc1cc(C)n(-c2ccc(C(=O)OCc3nnc(-c4ccccc4)o3)cc2)n1	2	0.2	1	-1.2	4	2	-1.9	1.9	1.9	-0.9	0.7

(more compounds)
SMILES	ADAM17 inh	hgDAF12 agonist	GC-A act	ssDAF12 agonist	ADAM10 inh	SMARCA2 activ	PG9 Ab binder	GAA850 FXN act	DAX1 inh-1	hcDAF12 agonist	DAX1 inh-2
Cc1nc(CNS(=O)(=O)c2ccc(F)cc2)cs1	-1	-3.0	6	-1.0	4	8.4*	0.8	2.1	0.8	-1.3	0.8
C=CCN(Cc1nc(-c2ccccc2)no1)C(=O)c1ccco1	-1	2.2	-1	-1.0	-2	1	-0.3	1.6	0.6	-1.2	0.0
COCCCNCCCCOc1ccc(Br)cc1Cl	1	3.0	-1	-0.1	0	1	-1.1	2.0	0.5	0.2	0.7
NC(N)=NS(=O)(=O)c1ccc(N/C=C/C(=O)c2ccc(Cl)c(Cl)c2)cc1	-11	2.2	6	-0.9	-4	-3	-0.2	3.6	0.4	-1.1	0.1
C=C(C)CSC1=C(C#N)C(c2ccccc2Cl)CC(=O)N1 (centres undefined)	-2	-0.1	-4	-1.6	4	-4	0.9	-0.9	0.3	-1.0	-0.2
COc1cc(CC(CC(=O)O)CC(C)OCc2ccccc2)cc(OC)c1 (centres undefined)	2	-2.0	0	-1.0	2	-3	-0.6	2.5	0.3	-0.2	0.4
CCCOc1ccc(C2=NNC(=O)CC2)cc1	-1	0.8	2	-1.9	2	-5	0.5	3.8	0.0	-2.9	-0.7
CC(=O)c1cc(-c2ccccc2)n(CCC(=O)NC2CCCCCCC2)c1C	0	-3.5	-9	-2.1	-10	-4	-1.8	3.7	-0.9	-1.5	-1.0
COc1cc(OC)c(OC)cc1NC(=O)CC1COc2ccccc2O1 (centres undefined)	1	-1.3	2	-1.0	1	-3	0.5	-0.5	0.1	-0.7	-0.6
O=C(Nc1cccc(Cl)c1)N1CCCC1	-4	1.2	-1	-1.7	-9	-2	1.3	1.8	2.4	1.2	-0.1
COC(=O)c1sc(NC(=S)NC(=O)c2cccc(Br)c2)nc1C	-4	3.8	-4	-0.3	3	3	-0.4	3.2	4.6*	3.8	-0.2
CC(C)(C)c1ccc(-c2cn(-c3ccc(Br)cc3)c3[n+]2CCCS3)cc1	0	-8.6	-1	-3.1	-1	-7	-1.9	-5.7	-2.8	-4.9	-3.4
Cc1cc(NC(=O)CCC(=O)N(Cc2ccco2)C2(C(=O)NC3CCCCC3)CCCCC2)no1	0	-0.6	-6	-0.7	1	-3	-0.9	0.3	-1.4	-1.8	0.3
Cc1ccc(S(C)(=O)=NS(=O)(=O)c2cccc3nsnc23)cc1 (centres undefined)	-7	-0.1	-1	-1.6	-5	-4	-0.9	-0.1	-0.6	-0.9	-0.5
COc1ccc(-c2nnc(NC(=O)c3ccco3)s2)cc1	0	3.7	1	-1.4	-2	3	-1.5	0.7	0.9	-2.5	0.7
CNS(=O)(=O)c1cccc(C(=O)OCC(=O)NC2CCCC(C)C2C)c1 (centres undefined)	-5	-0.8	2	-0.6	-3	-1	1.2	1.6	2.8	1.2	-0.8
Cn1c(=O)oc2cc(S(=O)(=O)NCCC(=O)NCCc3ccccc3)ccc21	-4	1.0	-3	-1.4	-2	-2	1.2	0.8	1.0	-0.5	1.1
O=C1CC(c2ccc(S(=O)(=O)Nc3cc(C(F)(F)F)cc(C(F)(F)F)c3)cc2)CN1 (centres undefined)	-5	3.4	-3	-1.4	-3	6	2.2	-1.9	-0.1	0.0	-0.5
CC(C)CCC(CC(C)O)C(=O)NNC(=S)Nc1ccccc1 (centres undefined)	1	0.0	4	-0.9	-3	-1	-0.4	-0.9	0.8	-1.7	0.0
O=C(CN1C(=O)c2ccccc2S1(=O)=O)Nc1ccc(S(=O)(=O)Nc2ncccn2)cc1	-1	2.9	1	-0.8	-10	0	1.0	1.2	0.5	0.8	0.6
O=[N+]([O-])c1ccc(C2CN=C(Nc3ccccc3)S2)cc1 (centres undefined)	2	6.0	.	-1.3	0	3	-2.5	1.2	-1.5	-0.9	0.5
COCCn1c(SCc2ccc(F)cc2)nc2ccccc2c1=O	-1	-1.7	-9	-1.6	12	3	-0.6	3.6	-0.9	-4.2	-2.2
Clc1cccc(-c2nc(NCCN3CCOCC3)c3ccccc3n2)c1	3	-2.7	14	-1.9	3	3	-2.1	2.6	-0.1	-2.9	-2.0
O=C(c1cc(COc2c(F)cccc2F)on1)N1CCc2ccccc2C1	0	3.1	-2	-1.3	-4	-3	-0.4	1.8	-1.4	-0.3	-0.3
c1csc(-n2nc3ccccc3n2)c1	1	5.4	0	-0.3	13	2	-1.2	-0.6	0.9	0.9	0.6

Further records.
SMILES	ADAM17 inh	hgDAF12 agonist	GC-A act	ssDAF12 agonist	ADAM10 inh	SMARCA2 activ	PG9 Ab binder	GAA850 FXN act	DAX1 inh-1	hcDAF12 agonist	DAX1 inh-2
Cc1cc(N=Cc2c(O)n(-c3cccc(C(F)(F)F)c3)c(=O)c3ccccc23)no1	-104	0.0	-4	-1.3	-304	-3	-0.4	0.3	-0.5	-0.9	-0.2
C=CCc1cccc(/C=N/NC(=O)CNc2ccccc2OC)c1O	6	-6.0	-3	-1.7	2	1	-1.8	2.3	-1.3	0.4	-1.2
CN(C)CCNC(=O)COc1cccc2c1OC(C)(C)C2	-5	1.7	0	-1.9	-2	-4	-0.8	1.2	-0.5	-1.6	0.2
CCN(CC)CCNC(=O)c1ccc(NCN2C(=O)NC(c3ccccc3)(c3ccccc3)C2=O)cc1	3	3.1	-2	-1.1	1	8.0*	0.5	.	.	-0.6	0.4
CCOc1ccc(CC(=O)OCn2nnc3ccccc3c2=O)cc1	-2	-1.4	-1	-1.4	-4	-2	-0.7	-0.1	3.7	-0.5	0.1
CCn1cc(/C=N\NC(=O)c2csc3ccccc23)c(C)n1	1	2.5	-3	-1.0	0	4	-2.3	-0.8	0.2	-1.3	0.3
CS(=O)(=O)NNC(=O)c1sccc1OCc1ncc(C(F)(F)F)cc1Cl	-5	2.1	-2	-1.7	-6	-2	-0.3	2.0	-0.3	0.3	-0.3
CN(C)c1nc(OCCNC(=O)Nc2ccc(Cl)cc2)nc(N(C)C)n1	-2	1.3	-9	-1.3	0	-1	0.8	-2.8	0.3	-1.7	-0.2

Three structures from above, ordered by SMILES length, falling.
SMILES	ADAM17 inh	hgDAF12 agonist	GC-A act	ssDAF12 agonist	ADAM10 inh	SMARCA2 activ	PG9 Ab binder	GAA850 FXN act	DAX1 inh-1	hcDAF12 agonist	DAX1 inh-2
CCN(CC)CCNC(=O)c1ccc(NCN2C(=O)NC(c3ccccc3)(c3ccccc3)C2=O)cc1	3	3.1	-2	-1.1	1	8.0*	0.5	.	.	-0.6	0.4
CCn1cc(/C=N\NC(=O)c2csc3ccccc23)c(C)n1	1	2.5	-3	-1.0	0	4	-2.3	-0.8	0.2	-1.3	0.3
CN(C)CCNC(=O)COc1cccc2c1OC(C)(C)C2	-5	1.7	0	-1.9	-2	-4	-0.8	1.2	-0.5	-1.6	0.2
